CRFBP-R2 agonist – agonists of human CRF-binding protein/CRF-R2 receptor complex | HEK293 CRF-R2/CRF-BP, calcium dye fluorescence (FLIPR); percent of saturating CRF peptide response | activation, % at 13.2 µM | 350,000 compounds, 0.46% hits | AID 588473;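 active = activation of at least 50%, plus an integration ratio under a set limit after plate pattern correction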;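 note: plate controls were neutral control wells without compound for no effect and CRF at EC100 for full effect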
CRFBP-R2 block – antagonists of CRF-binding protein/CRF-R2 receptor complex | HEK293 CRF-R2/CRF-BP, CRF-induced calcium fluorescence | inhibition, % at 11.8 µM | 350,000 compounds, 0.59% hits;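 active = inhibition of the ligand-induced calcium signal above about 50% at the single tested concentration, limit read from the data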
CHRM4 agonist – CHRM4 agonism in calcium assay | P08173 | CHO-K1 hM4/Gqi5, Fluo-8 calcium fluorescence; vehicle 0%, full acetylcholine response 100% | activation, % at 3 µM | 360,000 compounds, 0.14% hits;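 active = activation above the run mean over all test wells plus 3 SD, cut at about 32% in these data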;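 note: peak over basal fluorescence ratio per well then scaled between controls; 0% = DMSO wells and 100% = acetylcholine at EC100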
Target sequence (P08173 whole entry, looked up): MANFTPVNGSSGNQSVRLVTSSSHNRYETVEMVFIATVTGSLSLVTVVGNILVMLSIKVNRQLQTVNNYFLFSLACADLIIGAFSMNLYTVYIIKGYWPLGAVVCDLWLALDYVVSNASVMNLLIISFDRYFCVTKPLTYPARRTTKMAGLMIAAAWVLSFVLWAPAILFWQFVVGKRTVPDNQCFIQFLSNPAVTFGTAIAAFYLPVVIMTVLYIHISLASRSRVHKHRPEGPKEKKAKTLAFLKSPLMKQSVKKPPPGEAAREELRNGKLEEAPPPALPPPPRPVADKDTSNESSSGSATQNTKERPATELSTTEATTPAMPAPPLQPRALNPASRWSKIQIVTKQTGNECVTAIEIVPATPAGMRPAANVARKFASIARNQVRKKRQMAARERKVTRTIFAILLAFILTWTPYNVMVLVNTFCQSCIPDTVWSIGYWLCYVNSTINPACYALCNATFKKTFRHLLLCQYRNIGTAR
CHRM4 PAM – positive allosteric modulators of human muscarinic M4 receptor; P08173; CHO-K1 hM4/Gqi5, Fluo-8 calcium fluorescence, ACh EC20; 0% = ACh EC20, 100% = maximal ACh; activation, % at 3 µM; 360,000 compounds, 0.4% hits;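 active = activation above its plate's cutoff, the mean activation of sample wells plus 3 SD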; note: some results filed as inactive read as strong as hits
IDE inh – inhibits human insulin-degrading enzyme in HEK cells | AID 434962 | inhibition, % at 5.59 µM | P14735 | 320,000 compounds, 0.41% hits | FAbetaB cleavage, fluorescence polarization;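 active = percent inhibition above the average of all tested compounds plus 3 SD, set per screening campaign, cut at about 16% in these data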;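 note: IDE supplied by intact live HEK cells; FP after avidin binding of uncleaved biotin substrate so inhibition keeps polarization high; 0% = DMSO wells and 100% = 60 µM reference IDE inhibitor Ii1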
M5 ag – CHRM5 agonism in calcium assay | CHO-K1 hM5 cells, Fluo-8 calcium fluorescence; 0% DMSO wells, 100% maximal acetylcholine response | activation, % at 3 µM | P08912 | 360,000 compounds, 0.19% hits | AID 624037;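 active = activation above the run's mean over test compounds plus 3 SD, cut at about 23% in these data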;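 note: signal is peak over basal fluorescence ratio across the kinetic read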
Target sequence (P08912 whole entry, looked up): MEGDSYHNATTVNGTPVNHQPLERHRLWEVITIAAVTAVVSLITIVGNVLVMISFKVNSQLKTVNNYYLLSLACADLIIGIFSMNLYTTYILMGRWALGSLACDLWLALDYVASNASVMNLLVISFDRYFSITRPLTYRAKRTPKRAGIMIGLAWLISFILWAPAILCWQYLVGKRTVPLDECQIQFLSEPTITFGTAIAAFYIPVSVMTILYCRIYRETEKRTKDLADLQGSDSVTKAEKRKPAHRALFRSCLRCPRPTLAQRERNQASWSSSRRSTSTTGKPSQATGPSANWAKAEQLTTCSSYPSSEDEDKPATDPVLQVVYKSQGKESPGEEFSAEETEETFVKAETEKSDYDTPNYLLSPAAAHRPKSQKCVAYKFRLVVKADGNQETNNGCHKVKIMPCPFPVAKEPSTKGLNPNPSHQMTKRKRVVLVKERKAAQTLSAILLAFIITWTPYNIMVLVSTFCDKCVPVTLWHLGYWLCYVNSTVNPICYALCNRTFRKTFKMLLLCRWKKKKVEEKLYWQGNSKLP
M5 PAM – positive allosteric modulators of human muscarinic M5 receptor; CHO-K1 hM5, Fluo-8 calcium, ACh EC20 PAM; 0% = ACh EC20, 100% = ACh EC100; activation, % at 3 µM; 360,000 compounds, 0.3% hits; AID 624038;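 active = activation above the run cutoff, the mean activation of all test compounds plus 3 SD, cut at about 18% in these data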
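Replicates: One well per compound, no replicates | System: Human M5 receptor in CHO-K1 cells | Benchmarks: Low control EC20 acetylcholine (0%), high control EC100 acetylcholine (100%) | Probe or stimulus: Acetylcholine, EC20 level | Times: Fluo-8 loading 80 min at 37 °C plus 30 min room temperature | Signal: Intracellular calcium via Fluo-8 fluorescence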
CHRM5 antagonist – blocks acetylcholine activation of human M5 receptor; P08912; CHO-hM5 cells, Fluo-8 calcium fluorescence, ACh EC80; inhibition, % at 3 µM; 360,000 compounds, 0.59% hits; AID 624040;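 active = inhibition above a per-plate cutoff, the mean of that plate's test compounds plus 3 SD, cut at about 27% in these data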;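 note: 0% = acetylcholine EC80 with DMSO and 100% = DMSO without agonist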
M4 antag – antagonists of human muscarinic M4 receptor (CHRM4) | CHO-hM4 cells, ACh EC80, Fluo-8 calcium fluorescence | inhibition, % at 3 µM | 360,000 compounds, 0.73% hits | AID 624125;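 active = inhibition above its plate's cutoff, the mean inhibition of sample wells plus 3 SD, cut at about 27% in these data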;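 note: 0% = acetylcholine EC80 with DMSO and 100% = DMSO without agonist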
Numbers without * were called inactive; nt = not tested or not shown.

SMILES | CRFBP-R2 agonist | CRFBP-R2 block | CHRM4 agonist | CHRM4 PAM | IDE inh | M5 ag | M5 PAM | CHRM5 antagonist | M4 antag
COc1cc(/C=C2/SC(=S)N(c3c(C)n(C)n(-c4ccccc4)c3=O)C2=O)ccc1O | 11 | -37 | 9 | -6 | 18* | 29* | -16 | 18 | 8
CCOC(=O)C1=C(COC(=O)/C=C/c2cc(Br)ccc2F)NC(=O)NC1C (configuration not stated) | -0.7 | -14 | 1 | 11 | 4 | 4 | -3 | 6 | -10
COc1ccc(Nc2nc3cc(-c4ccccc4C)sc3c(=O)n2C)cc1OC | nt | nt | 2 | 1 | nt | -1 | 0 | 0 | -6
O=C1NC(=O)C(=Cc2ccc(Cl)cc2Cl)S1 | 4.8 | 32 | 8 | -3 | nt | 4 | -11 | 21 | -3
COc1ccc(N(C(=O)c2ccncc2)S(=O)(=O)c2ccc(Cl)cc2)cc1 | -0.3 | -6 | 1 | -3 | 5 | -1 | -3 | -10 | -9
Cc1cccc(C(=O)NCC(c2ccc(F)cc2)N2CCOCC2)c1 (configuration not stated) | 4.1 | 6 | 1 | 15 | 16* | -4 | 6 | 3 | 12
Cn1c(SCc2ccc(F)cc2)nnc1-c1ccccn1 | 0.2 | -8 | 0 | -2 | 5 | -5 | 4 | -5 | 6
O=c1cc(NCc2ccco2)c2ccccc2o1 | 1.7 | 6 | -1 | -9 | 2 | 1 | -2 | 2 | 6
COc1ccccc1NS(=O)(=O)c1cccc(C(=O)OCc2nc3ccccc3s2)c1 | 1.4 | -1 | 6 | -7 | -3 | -1 | -5 | -2 | -8
CC1=[N+]([O-])C(C)(C)C(c2ccc(Br)cc2)=[N+]1[O-] | 0.5 | 20 | 1 | 0 | 1 | -1 | 0 | 10 | 4
CCCn1c(CCNC(=O)c2cccs2)nc2ccccc21 | -5.6 | 11 | 19 | -13 | 1 | 6 | -19 | 20 | 16
Cc1ccc(S(=O)(=O)N2C[C@H]3n4c(=O)ccc(=O)n4C[C@H](OC(=O)NCC4CCCCC4)[C@@]3(O)C2)cc1 | -0.2 | -11 | -1 | 0 | nt | -1 | 1 | -3 | -1
CCCn1c(SCC(=O)Nc2cccc(C)n2)nnc1C(C)C | 1.2 | -9 | 1 | 5 | -2 | -4 | -2 | 16 | -3
CCCCN(C)C(=O)c1ccc(Nc2nc(C(N)Cc3ccccc3)cs2)nc1 (configuration not stated) | nt | nt | 12 | -1 | nt | 2 | 4 | -7 | 4
Cc1cccc(N2CCN(C(=O)C3CCN(S(=O)(=O)c4cccnc4)CC3)CC2)c1C | -1.4 | 5 | 14 | 2 | 2 | 6 | -10 | 5 | -7
Cc1nc([N+](=O)[O-])c(Br)n1Cc1ccccc1 | 0.2 | -8 | 0 | 2 | -3 | -1 | 12 | 5 | 9
Cc1c(C(=O)O)cccc1-c1ccc(C=O)o1 | 4.4 | 17 | 0 | 13 | 2 | 0 | 5 | -10 | -4
CC(=O)N1CCc2cc(Br)cc(S(=O)(=O)N3CCC(C(=O)O)CC3)c21 | 1.1 | -2 | 1 | 0 | -1 | -2 | -1 | 5 | -9
O=C(COC(=O)Cn1cnc2ccccc2c1=O)Nc1ccc(Cl)cc1 | -0.8 | 5 | 4 | 3 | -5 | -1 | -6 | 7 | -7
Cc1c(NC(=O)c2ccc(COc3ccc4ccccc4c3)o2)c(=O)n(-c2ccccc2)n1C | 0.1 | 16 | 14 | -10 | 2 | 3 | -6 | 6 | -2
Cc1cccn2cc(-c3cccc(S(=O)(=O)N4CC(C)OC(C)C4)c3)nc12 (configuration not stated) | -0.3 | 2 | 2 | 1 | 1 | -5 | 3 | 3 | -11
CCOc1cc(/C=N/NC(=O)c2ccc3c(c2)OCCO3)cc(Br)c1O | -0.3 | -2 | 7 | 1 | -4 | -1 | -3 | 6 | 3
CCCc1ccc(-c2cc(NC(=O)CSc3nnc(N)s3)n(-c3ccccc3)n2)cc1 | 1.2 | -103 | 6 | 1 | -1 | 5 | 0 | 7 | 8
CC(NC(=O)OCc1ccccc1)C(=O)OCN1C(=O)c2ccccc2C1=O (configuration not stated) | -2.6 | 12 | 2 | 5 | 2 | 2 | -2 | 1 | -1
CC(Oc1ccc2ccccc2c1)C(=O)NNC(=O)Nc1ccccc1 (configuration not stated) | -4.1 | 15 | 1 | 3 | nt | -5 | -7 | 10 | -21
O=C1NCC(O)=C1C=NCCCO | 0.2 | 18 | 1 | 6 | -3 | -1 | 3 | -2 | -5
N#CCSc1nc2ccccc2c(=O)n1CC1CCCC1 | 0.5 | 2 | -1 | -3 | -7 | -1 | -1 | 7 | 1
CN(C)c1ccc(C(=O)C(O)c2ccccc2)cc1 (configuration not stated) | -1.6 | -5 | 1 | -1 | 1 | -4 | -1 | 1 | 11
CCOc1cc(C(c2c(O)nc(SC)[nH]c2=O)c2c(O)nc(SC)[nH]c2=O)ccc1O | 4.2 | -8 | 3 | -3 | 1 | 1 | -2 | 12 | -5
CCOc1ccc(CCNC(=O)COC(=O)c2ccc(S(=O)(=O)N3CCCC3)cc2)cc1OCC | -2.7 | -7 | 4 | -2 | 3 | -3 | -1 | 8 | -12
CC(=O)Nc1ccc(S(=O)(=O)Nc2ccc(F)c([N+](=O)[O-])c2)cc1 | -0.5 | -2 | 1 | 6 | 4 | -2 | -2 | 0 | -6
CCOC(=O)c1cccc(NC(=O)C2CCCO2)c1 (configuration not stated) | -0.5 | 12 | 1 | 6 | 6 | 0 | 1 | 3 | -2
NC(=S)N/N=C/c1c[nH]c2ccccc12 | 0.5 | -5 | 3 | -18 | 5 | -2 | 1 | 6 | 10
CC1(C)CC(=O)C=C(NCCN2CCN(C(=S)Nc3ccc(F)cc3)CC2)C1 | 0.1 | 0 | 0 | -12 | 4 | -7 | 8 | -3 | -3
O=C(O)c1cc(NC(=O)c2ccc([N+](=O)[O-])cc2)cc(NC(=O)c2ccc([N+](=O)[O-])cc2)c1 | 0.2 | 10 | 1 | -4 | -4 | -2 | -3 | 10 | 5
CCN(CC)S(=O)(=O)c1ccc(OC)c(NS(=O)(=O)Cc2ccccc2)c1 | 0.1 | -1 | 5 | -4 | -2 | -1 | -1 | 4 | 1
CC(C)(C)c1ccc(C(=O)N2CCC2(C)C(=O)NCc2cccs2)cc1 (configuration not stated) | nt | nt | 6 | -1 | nt | 5 | 1 | -5 | 5
CSC1(SC2=NCCN2)SC2(NCCN2)S1 | -3.5 | 14 | 2 | 2 | nt | 4 | 4 | -5 | -2
O=C(O)CN1C(=O)NC2(CCc3ccccc32)C1=O (configuration not stated) | -0.2 | -6 | 1 | 2 | 1 | -1 | 6 | -11 | -7
CN(NC(=O)c1ccc(Cl)cc1Cl)C1=NS(=O)(=O)c2ccccc21 | -6.2 | 10 | 0 | 1 | -2 | 2 | -10 | 6 | 4

Some of the entries above in a different format:
Order of results – CRFBP-R2 agonist	CRFBP-R2 block	CHRM4 agonist	CHRM4 PAM	IDE inh	M5 ag	M5 PAM	CHRM5 antagonist	M4 antag
- CC(=O)Nc1ccc(S(=O)(=O)Nc2ccc(F)c([N+](=O)[O-])c2)cc1
→ -0.5	-2	1	6	4	-2	-2	0	-6
- CCOC(=O)c1cccc(NC(=O)C2CCCO2)c1 (configuration not stated)
→ -0.5	12	1	6	6	0	1	3	-2

Continued:
SMILES | CRFBP-R2 agonist | CRFBP-R2 block | CHRM4 agonist | CHRM4 PAM | IDE inh | M5 ag | M5 PAM | CHRM5 antagonist | M4 antag
CC1CCc2c(C(=O)Nc3cccc(-c4nn[nH]n4)c3)csc2C1 (configuration not stated) | -0.6 | 1 | 0 | 2 | 6 | -5 | -4 | 8 | 5
CCN1CCN(C(=O)C2=C(C(=O)O)CCCC2)CC1 | 0.7 | -8 | 0 | 3 | -3 | 0 | -1 | -6 | 9
CN(C)S(=O)(=O)c1ccc(Cl)c(NC(=O)COC(=O)/C=C/c2ccc(S(=O)(=O)N3CCOCC3)cc2)c1 | 9.4 | -30 | 7 | 14 | 2 | 0 | -10 | 5 | -7
COc1ccc(C(=O)Nc2nnc(CC(=O)N/N=C/c3ccc(O)cc3O)s2)cc1 | nt | nt | 0 | -3 | 14 | -3 | 0 | 1 | -4
CN(C)S(=O)(=O)NCC1CCCN(Cc2cc3ccccc3s2)C1 (configuration not stated) | -0.7 | 7 | 3 | 1 | -5 | -15 | -4 | 3 | -10
Cc1ccc2c(c1)C(C)(C)[C@]1(C)NC(=O)CCN21 | 0.1 | -33 | 1 | 7 | 2 | -1 | -7 | 3 | 6
O=C(Nc1ccc(F)cc1)C(c1cc2ccccc2o1)N1CCN(CC(=O)N2CCCC2)CC1 (configuration not stated) | nt | nt | 2 | 3 | nt | 2 | -4 | 8 | 1
Cc1ccc(OCc2cc(C(=O)NCc3cnn(-c4cccc(F)c4)c3)no2)cn1 | -0.7 | -1 | 7 | -12 | 4 | 2 | -8 | -2 | -4
CSc1nncn1/N=C/c1cc(Cl)ccc1F | -0.5 | 29 | 0 | 2 | -4 | -2 | 5 | -6 | -4
Cc1cccc(C(=O)NNC(=O)C2CCCO2)c1 (configuration not stated) | 0.1 | -4 | 0 | -3 | 5 | -2 | 1 | 3 | 3
CCNC(=S)NC1CC2CCCC(C1)N2Cc1ccc(C)cc1 (configuration not stated) | 4.5 | 25 | 1 | -11 | 6 | -22 | -16 | -16 | 14
COc1ccc2c(c1)c(C(=O)N/N=C/c1cccc(O)c1)c(C)n2C | -1.3 | 20 | 0 | 4 | -3 | 0 | -5 | 6 | 3
COc1ccccc1/C=C/C=N/n1c(-c2cc(-c3ccccc3)n[nH]2)n[nH]c1=S | -0.3 | 7 | 0 | -7 | 4 | -2 | 4 | 7 | 3

4 entries from above, field by field.
> CC1CCc2c(C(=O)Nc3cccc(-c4nn[nH]n4)c3)csc2C1 (configuration not stated)
  CRFBP-R2 agonist: -0.6
  CRFBP-R2 block: 1
  CHRM4 agonist: 0
  CHRM4 PAM: 2
  IDE inh: 6
  M5 ag: -5
  M5 PAM: -4
  CHRM5 antagonist: 8
  M4 antag: 5
> CN(C)S(=O)(=O)NCC1CCCN(Cc2cc3ccccc3s2)C1 (configuration not stated)
  CRFBP-R2 agonist: -0.7
  CRFBP-R2 block: 7
  CHRM4 agonist: 3
  CHRM4 PAM: 1
  IDE inh: -5
  M5 ag: -15
  M5 PAM: -4
  CHRM5 antagonist: 3
  M4 antag: -10
> COc1ccc2c(c1)c(C(=O)N/N=C/c1cccc(O)c1)c(C)n2C
  CRFBP-R2 agonist: -1.3
  CRFBP-R2 block: 20
  CHRM4 agonist: 0
  CHRM4 PAM: 4
  IDE inh: -3
  M5 ag: 0
  M5 PAM: -5
  CHRM5 antagonist: 6
  M4 antag: 3
> Cc1cccc(C(=O)NNC(=O)C2CCCO2)c1 (configuration not stated)
  CRFBP-R2 agonist: 0.1
  CRFBP-R2 block: -4
  CHRM4 agonist: 0
  CHRM4 PAM: -3
  IDE inh: 5
  M5 ag: -2
  M5 PAM: 1
  CHRM5 antagonist: 3
  M4 antag: 3

Source: PubChem (several laboratories)

Rows were taken by chance, and some 2.9% of all compounds hit somewhere here.
